TexasRed fluor: Total Fluorescence Counterscreen for Inhibitors of the Interaction of Thyroid Hormone Receptor and Steroid Receptor Coregulator 2; TRb/SRC2 Texas Red total fluorescence interference; Potency, µM (doses to about 106 µM), inactives show at the top dose fluorescence change, negative = quenching; 280,000 compounds, 0.29% hits; AID 1479, 2009; active means well fitted curve in either direction with a large enough effect; inconclusive means small, poorly fitted or top-dose-only effect; further: potency means the concentration at half of the fitted maximal effect; on the % scale 0 is the no-effect control and ±100 the full control effect
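Flags fluorescent or light-absorbing compounds by total fluorescence, S + 2P, at 555 nm excitation and 632 nm emission. Mixture: 20 nM Texas Red SRC2 peptide, 0.6 uM human TRb LBD, 1 uM T3, 5% DMSO; compound exposure 5 h at ambient temperature.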
NPSR antag: qHTS Assay for Antagonists of the Neuropeptide S Receptor: cAMP Signal Transduction. Q6W5P4. CHO-NPSR cells, cAMP TR-FRET, antagonist mode. Potency, µM (series often up to 38.3 µM), for inactives: at the highest dose activity change, negative = inhibition, most hits filed as inhibitors. 220,000 compounds, 1% hits. AID 1461, 2008; further: potency means the concentration at half of the fitted maximal effect; on the % scale 0 is the no-effect control and ±100 the full control effect; nearly all actives have a fitted effect of over 50% in size; many of its hits are not listed in these tables
Target sequence (Q6W5P4 whole entry, looked up): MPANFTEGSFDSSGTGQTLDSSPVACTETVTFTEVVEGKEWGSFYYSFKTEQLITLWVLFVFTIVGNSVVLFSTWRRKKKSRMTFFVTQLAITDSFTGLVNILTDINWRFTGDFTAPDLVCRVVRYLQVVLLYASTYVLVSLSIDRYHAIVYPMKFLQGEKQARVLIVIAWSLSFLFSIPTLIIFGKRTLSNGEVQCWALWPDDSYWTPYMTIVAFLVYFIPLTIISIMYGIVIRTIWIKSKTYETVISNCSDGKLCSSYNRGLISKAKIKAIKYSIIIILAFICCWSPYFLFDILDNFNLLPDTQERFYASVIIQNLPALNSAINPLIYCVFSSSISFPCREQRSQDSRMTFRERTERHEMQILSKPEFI
Epigenetic derep: Quantitative High-Throughput Screen for Regulators of Epigenetic Control; Potency, µM (top dose mostly 53.9 µM), inactives show at the highest dose GFP activation, usual class: activators; 280,000 compounds, 0.2% hits; murine LDR cells, GFP reporter derepression, 30 h; further: potency means the concentration at half of the fitted maximal effect; % of control where 0% means no effect; nearly all actives have a fitted effect of over 60% in size
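GFP-positive cell count by laser-scanning cytometry (objects 20–120 um) after 30 h, 37 C compound exposure of murine LDR cells; reporter is CMV-GFP integrated at a silenced locus, inducible by HDAC or DNMT inhibitors.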
CBFb RUNX1 block: qHTS Assay for Compounds Blocking the Interaction Between CBF-beta and RUNX1 for the Treatment of Acute Myeloid Leukemia. Runt-related transcription factor 1 (Homo sapiens) + Core-binding factor subunit beta …. AlphaScreen CBFb-His/RUNX1-biotin binding, biochemical. Potency, µM (highest dose often 59.8 µM), without a hit: at the top dose activity, negative = inhibition, hits mostly inhibitors. 230,000 tested, under 10 active; further: % of control where 0% means no effect
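AlphaScreen binding: CBFb-His and RUNX1-biotin (30 nM each) preincubated 20 min, compound added for 15 min, then nickel and streptavidin beads for 90 min, all at room temperature. Disruption of the interaction by any mechanism counts as activity.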
Tau fluor cs: Counterscreen qHTS for Inhibitors of Tau Fibril Formation, Fluorescence Polarization; tau K18 P301L (four-repeat tau fragment) Alexa594 fluorescence, heparin fibrillization; 280,000 compounds, 0.93% hits; Potency, µM (doses to about 57.7 µM), for inactives: top-dose activity change, negative = decrease; further: potency means the concentration at half of the fitted maximal effect; on the % scale 0 is the no-effect control and ±100 the full control effect; nearly all actives have a fitted effect of over 55% in size
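Human K18 P301L tau (15 uM unlabeled plus 0.24 uM Alexa 594-labeled, final) in 100 mM sodium acetate pH 7 was mixed with compound and 20 uM heparin and incubated 6 hr at 37 C.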
TRb-SRC2 inh: qHTS for Inhibitors of the Interaction of Thyroid Hormone Receptor and Steroid Receptor Coregulator 2. 280,000 compounds, 0.065% hits. TRbeta-SRC2 peptide binding, fluorescence polarization; receptor liganded with 1 µM T3. Potency, µM (doses to about 106 µM), inactives show top-dose activity change, negative = inhibition, usual class: inhibitors;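 further: potency means the concentration at half of the fitted maximal effect; plate controls were bound peptide for no effect and peptide without receptor for full effect; nearly all actives have a fitted effect of over 50% in size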
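Each compound concentration gave % activity, normalized to unbound and bound Texas Red SRC2 controls, from polarization read after 5 hr ambient incubation with T3-loaded human TRb LBD.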
aGal spleen mod: qHTS Assay for Inhibitors and Activators of Human alpha-Galactosidase From Spleen Homogenate | human spleen homogenate, 4MU-alpha-Gal fluorescence, 40 min | Alpha-galactosidase A (Homo sapiens), P06280 | 240,000 compounds, 0.008% hits | Potency, µM (highest dose often 80 µM), for the others: top-dose activity change, negative = inhibition, usual class: inhibitors | AID 2107, 2009;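 further: potency means the concentration at half of the fitted maximal effect; 0% = enzyme with vehicle and -100% = no enzyme basal signal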
Target sequence (P06280 32-429 limits assumed): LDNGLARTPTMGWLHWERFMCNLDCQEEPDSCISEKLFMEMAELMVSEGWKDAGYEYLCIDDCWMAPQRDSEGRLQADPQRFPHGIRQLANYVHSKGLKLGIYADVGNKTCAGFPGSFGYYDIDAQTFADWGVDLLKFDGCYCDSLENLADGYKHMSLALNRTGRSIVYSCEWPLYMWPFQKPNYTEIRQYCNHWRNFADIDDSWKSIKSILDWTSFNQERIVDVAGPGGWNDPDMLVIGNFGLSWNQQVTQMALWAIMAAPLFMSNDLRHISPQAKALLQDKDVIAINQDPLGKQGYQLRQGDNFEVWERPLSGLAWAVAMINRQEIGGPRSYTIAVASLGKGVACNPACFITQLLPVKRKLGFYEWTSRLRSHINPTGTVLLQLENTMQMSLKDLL
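Fluorogenic readout (Ex 365/Em 440 nm) of 4-methylumbelliferone released from 1 mM 4-MU-alpha-galactoside by spleen homogenate, 40 min at 37C, pH 5.0. Data normalized to no-enzyme and enzyme controls; Hill-equation AC50 from compound titrations.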
Tau FP inhib: qHTS for Inhibitors of Tau Fibril Formation, Fluorescence Polarization. Microtubule-associated protein tau (Homo sapiens), P10636. 280,000 compounds, 0.39% hits. Potency, µM (doses to about 57.7 µM), without a hit: at the top dose activity, negative = inhibition, actives largely listed as inhibitors. AID 1468, 2008. K18 P301L tau heparin fibrillization, Alexa594 FP, 6 h; further: potency means the concentration at half of the fitted maximal effect; on the % scale 0 is the no-effect control and ±100 the full control effect; nearly all actives have a fitted effect of over 55% in size
Target sequence (P10636 561-689 P618L limits assumed): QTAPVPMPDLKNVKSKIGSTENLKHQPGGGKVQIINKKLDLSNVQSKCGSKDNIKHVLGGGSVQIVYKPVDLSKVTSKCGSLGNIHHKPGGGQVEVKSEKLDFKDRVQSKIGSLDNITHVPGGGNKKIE
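Steps: dispense K18 P301L tau (15 uM plus 0.24 uM Alexa 594 tracer, final) in pH 7 sodium acetate; add compound; add heparin (20 uM final); incubate 6 hr, 37 C; add ThT (30 uM final); after 1 hr ambient, read FP.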
Starred values were filed as active, the others as inactive; u = inconclusive; x = not tested or not shown; & = joins results of further samples; [ ] = remark or other dose. Unless noted, the call rests on the fitted dose curve; in most records, active means well fitted curve in the direction sought with a large enough effect; inconclusive means small, poorly fitted or top-dose-only effect, or another doubt; inactive means no such curve, though single readings can be large; an effect the other way counts as inactive or inconclusive. This is a subset; the hit share may differ from the screen's.

SMILES	TexasRed fluor	NPSR antag	Epigenetic derep	CBFb RUNX1 block	Tau fluor cs	TRb-SRC2 inh	aGal spleen mod	Tau FP inhib
NC(=O)COc1ccc(NC(=O)c2ccccc2-c2ccccc2)cc1	-1%	-4%	0.0%	3%	-6%	3%	-4%	5%
CCOC(=O)c1ccc(NC(=O)CSc2nnc(C3CC3)n2CC)cc1	-1%	-6%[46.1 µM]	-1.1%	4%	8%	9%	11%	11%
Cc1ccc(C2N3CC4(C)CN2CC(c2ccccc2)(C3)C4=O)cc1 (stereo unspecified)	0%	x	-3.5%	x	-9%	-4%	x	2%
O=c1cc(CSc2nnc(-c3ccccc3)o2)c2ccccc2[nH]1	4%	-11%[46.1 µM]	2.0%	-5%	-13%	-4%	-2%	-9%
O=C(OCC(=O)N1N=C(c2ccc(Cl)cc2)CC1c1ccco1)c1ccco1 (stereo unspecified)	-3%	-15%	0.0%	-25%	-15%	-1%	-2%	8%
CN(C)c1ccc(/C=N/N=C2/NC(=O)/C(=C/c3ccc([N+](=O)[O-])cc3)S2)cc1	-5%	-9%[46.1 µM]	5.0%	-17%	-27%	4%	4%	-2%
CCn1c2ccccc2c2cc(NC(=O)c3ccc([N+](=O)[O-])cc3)ccc21	-9%	-7%[46.1 µM]	1.3%	8%	-29%	4%	-6%	-5%
CN(CCc1ccc(Cl)c(Cl)c1)CC(O)COc1ccc(NS(C)(=O)=O)cc1 (stereo unspecified)	0%&-2%	x	0.0%&0.0%	9%&16%	3%&-6%	-4%&4%	1%&6%	-4%&-3%
CC1CCCCN1C(=O)CSc1n[nH]c(-c2ccccc2Cl)n1 (stereo unspecified)	-2%	x	-0.6%	x	-2%	3%	x	-1%
Cc1onc(-c2ccccc2Cl)c1C(=O)N/N=C(\N)COc1ccc(Cl)cc1	-1%	-7%[46.1 µM]	-0.9%	-4%	-13%	-15%	0%	3%
COc1ccc(NC(=O)CCNS(=O)(=O)c2ccc3c(c2)c(=O)n(C)c(=O)n3C)cc1	0%	-15%[46.1 µM]	1.5%	1%	-5%	-23%	-10%	-3%
COCCn1c(SCC(=O)Nc2ccccc2C)nc2c(oc3ccccc32)c1=O	-1%	7%	4.6%	-2%	-4%	4%	7%	-4%
O=C(Cc1c[nH]c2ccccc12)Nc1ccccc1N1CCOCC1	-1%	-41%	0.6%	9%	-18%	3%	-3%	7%
COc1cccc(N2CC(C(=O)Nc3ccc(C(=O)OC(C)C)cc3)CC2=O)c1 (stereo unspecified)	2%	-27%[46.1 µM]	-4.6%	1%	u	2%	0%	-12%
CCOC(=O)Nc1cc(C(=O)OC)cc(C(=O)OC)c1	-6%	-7%[46.1 µM]	0.7%	-1%	4%	1%	-3%	7%
Cn1cc(S(=O)(=O)N2CCCCCC2)cc1C(=O)NCc1ccc(F)cc1	-9%	x	-0.6%	x	-12%	2%	x	4%
O.O.O.O=S(=O)([O-])OC[C@H]1O[C@@H](O[C@]2(COS(=O)(=O)[O-])O[C@H](OS(=O)(=O)[O-])[C@@H](OS(=O)(=O)[O-])[C@@H]2OS(=O)(=O)[O-])[C@H](OS(=O)(=O)[O-])[C@@H](OS(=O)(=O)[O-])[C@@H]1OS(=O)(=O)[O-].[Al]	-1%	3%	2.0%	7%	-8%	1%	-2%	-1%
O=C(O)c1ccc(NC(=O)c2cn(-c3ccccc3)nc2-c2ccc(Cl)cc2)cc1	-2%	-39%	-0.3%	-3%	-8%	-3%	-15%	-4%
COCCCn1c(=O)c2sccc2n2c(CCCC(=O)Nc3ccc(F)c(F)c3)nnc12	-2%	x	6.0%	x	-6%	-3%	x	-8%
CCNCCC(CCC(C)C)c1ccc2c(c1)OCO2 (stereo unspecified)	0%	3%	-7.7%	-3%	-14%	-1%	16%	-3%
CCOc1cc(NC(=O)c2ccccn2)c(OCC)cc1NC(=O)c1ccc(C)cc1	-2%	-16%	1.0%	-2%	-21%	-4%	-3%	12%
COC(=O)c1ccc2c(c1)NC(=O)CS2	1%	7%	-0.4%	3%	-1%	9%	-15%	-8%
CCNC(=S)N/N=C/c1cccs1	-2%	u	u	2%	-9%	-6%	18%	-5%
Cc1cccc(CSc2nnc(-c3cccs3)n2Cc2ccco2)c1	0%	u	-1.1%	-6%	-4%	-6%	-4%	8%
COc1ccc(NC(=O)C(CC(=O)O)Cc2ccc(C)cc2)cc1 (stereo unspecified)	-1%	0%	2.3%	3%	1%	-4%	-7%	-5%
Cn1ncc(Br)c1NC(=O)CSc1ccc(Cl)cc1	-1%	11%	9.0%	4%	-6%	-2%	15%	2%
COc1ccc(C(C(C(=O)c2ccco2)N2CCOCC2)N2CCOCC2)cc1 (stereo unspecified)	3%	-15%[46.1 µM]	-7.9%	8%	-4%	3%	10%	2%
O=C(CN1CCCC1)Nc1nnc(-c2cccs2)s1	-3%	16%	-1.8%	-2%	-8%	-2%	10%	0%
O=C1CC(C(=O)Nc2cccc(F)c2)n2c(nc3ccccc32)N1 (stereo unspecified)	-1%	5%	0.3%	6%	-8%	3%	8%	-1%
CCOC(=O)N1CCC(NC(=O)c2cc(C(=O)Nc3ccc(S(=O)(=O)N4CCCCC4)cc3)ccc2CO)CC1	-5%	-3%	7.9%	3%	-17%	2%	0%	-15%
CCn1nnc2cc(C(=O)Nc3ccc(C)cc3Br)ccc21	-2%	x	-0.3%	x	-10%	0%	x	0%
O=C(CN1C(=O)NC(Cc2c[nH]c3ccccc23)C1=O)NC1CC1 (stereo unspecified)	-3%	12%	0.0%	6%	0%	4%	7%	2%
CCCCN(CCCC)C(=O)CCS(=O)(=O)c1ccc2c(c1)n(C)c(=O)c(=O)n2C	1%	-6%[46.1 µM]	-1.1%	0%	-3%	7%	6%	-2%
CCOC(=O)c1cccc(NC(=O)c2cc3c(-c4cccc(OC)c4)nn(C)c3s2)c1	1%	x	-0.8%	x	u	-4%	x	u
O=C(CC1Nc2ccccc2NC1=O)NCCc1ccccc1 (stereo unspecified)	0%	0%[46.1 µM]	3.6%	10%	-6%	-11%	4%	5%
CCOC(=O)c1c(S(=O)(=O)NCC(=O)NCc2ccccc2Cl)c(C)n(C)c1C	1%	x	-1.3%	x	-11%	3%	x	-3%
COC(=O)[C@@]1(Cc2ccc(F)cc2)[C@H]2c3cc(C(=O)N4CCCC4)n(C[C@H](O)CO)c3C[C@H]2CN1C(=O)c1ccccc1	0%	x	2.8%	-2%	2%	1%	-4%	-3%
CCOC(=O)CN(C(=O)COc1nc(C)cc(C)c1C#N)c1ccc(Cl)cc1	-1%	35%	4.8%	2%	-5%	2%	-3%	6%
O=C(c1ccc(CSc2nc3ccncc3[nH]2)cc1)N1CCCCC1	0%	14%	-1.2%	6%[2.36 µM]	-6%	3%	-5%	-3%
COCCn1c(SCC(=O)Nc2ccc(S(=O)(=O)N3CCOCC3)cc2)nc2ccccc21	-1%	u	-0.7%	7%	-18%	-3%	6%	2%
O=C(O)c1cccc(NS(=O)(=O)c2ccc(Cl)c(C(=O)O)c2)c1	-1%	2%[46.1 µM]	-0.2%	3%	1%	-6%	10%	-2%
Cn1cccc1-c1nc2ccccc2[nH]1	-2%	u	0.1%	-6%	-13%	-1%	-6%	-4%
CCN(CC)S(=O)(=O)c1cc(-c2nnc(Nc3ccc(OC)c(C(N)=O)c3)c3ccccc23)ccc1C	2%	x	1.6%	x	u	2%	x	8%
O=C(/C=C/c1ccc(F)cc1)Nc1cccc(S(=O)(=O)Nc2cccc(C(F)(F)F)c2)c1	0%	-18%	1.9%	-2%	-16%	1%	3%	u
N#CCCN(Cc1cccnc1)C(=S)Nc1ccc(OC(F)F)cc1	-1%	9%	0.0%	2%	0%	8%	3%	7%
COC(=O)[C@H](Cc1ccccc1)NC(=O)N1CCN(c2ccc(F)cc2)CC1	-3%	-1%	-1.1%	18%	-4%	-3%	5%	12%
COc1ccc(NC(=O)C2CC(=O)n3ncnc3N2)cc1 (stereo unspecified)	1%	7%[46.1 µM]	-1.1%	2%	-4%	-3%	-3%	3%
Nc1ncn([C@H]2O[C@@H](CO)[C@@H](O)[C@@H]2O)c(=O)n1	2%[53 µM]	x	u	-19%[21.7 µM]	x	3%[53 µM]	7%[29.1 µM]	x
CC1(C)CC(=NOC(=O)c2ccccc2)CC(C)(C)N1O	-4%	30%	0.0%	2%	-4%	-1%	15%	u
Cc1ccc(CN2CCCC(CO)(Cc3ccccc3C)C2)s1 (stereo unspecified)	-2%	27%	-0.2%	-3%	-1%	-1%	4%	1%

Five compounds picked at random from those above, as already listed:
SMILES	TexasRed fluor	NPSR antag	Epigenetic derep	CBFb RUNX1 block	Tau fluor cs	TRb-SRC2 inh	aGal spleen mod	Tau FP inhib
Nc1ncn([C@H]2O[C@@H](CO)[C@@H](O)[C@@H]2O)c(=O)n1	2%[53 µM]	x	u	-19%[21.7 µM]	x	3%[53 µM]	7%[29.1 µM]	x
Cc1ccc(CN2CCCC(CO)(Cc3ccccc3C)C2)s1 (stereo unspecified)	-2%	27%	-0.2%	-3%	-1%	-1%	4%	1%
CC1(C)CC(=NOC(=O)c2ccccc2)CC(C)(C)N1O	-4%	30%	0.0%	2%	-4%	-1%	15%	u
COc1ccc(NC(=O)C2CC(=O)n3ncnc3N2)cc1 (stereo unspecified)	1%	7%[46.1 µM]	-1.1%	2%	-4%	-3%	-3%	3%
COC(=O)[C@H](Cc1ccccc1)NC(=O)N1CCN(c2ccc(F)cc2)CC1	-3%	-1%	-1.1%	18%	-4%	-3%	5%	12%

Assay outcomes from PubChem BioAssay.
